H37Rv inhibition – M. tuberculosis growth inhibition, HTS (AID 449762); M. tuberculosis H37Rv growth inhibition, 7H9 media; higher % means a stronger effect; inhibition, % at 25 µM, or IC50 in µM where a hit was titrated; 330,000 tested, 0.59% active; in the data active = a potency from the dose series; inconclusive = inhibition above about 70% without an active follow-up result;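 note: bacterial growth assessed after seven days of incubation; strong numbers were not always called active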
PhoP GFP inhibition – PhoP regulon inhibitors, Salmonella typhi PhoP promoter GFP reporter, confirmatory (AID 1850); one-dose inhibition, % at 50 µM; IC50 in µM for titrated hits; Salmonella Typhi PhoP-promoter GFP reporter, fluorescence, 4 h; higher % means a stronger effect; 310,000 tested, 0.33% active; in the data active = a potency from the dose series; inconclusive = inhibition mostly from about 25% at the one dose, without a potency; inactive = the rest, 99 in 100 with inhibition below about 19%;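 note: 0% = induced wells with vehicle and 100% = uninduced wells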
VEEV TC-83 Vero – inhibitors of VEEV TC-83 cytopathic effect, confirmation, Vero cells (AID 588727); Vero cells, VEEV TC-83 cytopathic effect inhibition; higher % means a stronger effect; inhibition, % at 20 µM; hits with a dose series show IC50 in µM; 350,000 tested, 0.13% active; in the data active = a potency from the dose series; inconclusive = inhibition mostly from about 14% at the one dose, without a potency; inactive = the rest, 99 in 100 with inhibition below about 12%; note: strong numbers were not always called active
M. tuberculosis – growth inhibition of non-replicating M. tuberculosis (AID 488890). Mycobacterium tuberculosis non-replicating, growth inhibition; higher % means a stronger effect. one-dose inhibition, % at 25 µM; IC50 in µM for titrated hits. 320,000 tested, 0.39% active; in the data active = a potency from the dose series; inconclusive = inhibition mostly from about 82% at the one dose, without a potency; inactive = the rest, 99 in 100 with inhibition below about 76%;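 note: plate controls were DMSO cells for no effect and high antibiotic wells for full effect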
influenza NS1A – H1N1 influenza NS1A inhibitors, functional cell based assay (AID 504329); 340,000 tested, 0.3% active; inhibition, % at 12.5 µM; hits with a dose series show IC50 in µM; NS1A functional cell-based assay, percent inhibition; higher % means a stronger effect; in the data active = a potency from the dose series; inconclusive = inhibition above about 27% without an active follow-up result; note: strong numbers were not always called active
Starred values were filed as active, the others as inactive; i = inactive; u = inconclusive; x = not tested or not shown; & = joins results of further samples. Random draw from the library, and some 1.4% of all compounds hit somewhere here.

Start of the data: the first 2 compounds (preview)
SMILES | H37Rv inhibition | PhoP GFP inhibition | VEEV TC-83 Vero | M. tuberculosis | influenza NS1A
CCN(CC)CCNC(=O)Cn1cnc2sc(C)c(S(=O)(=O)N3CC(C)CC(C)C3)c2c1=O (stereo not given) | -4% | 5% | 1.0% | 4% | 11%
Cn1cc(CN2CCN(c3cnccn3)CC2)c(-c2cccc(Cl)c2)n1 | -5% | -4% | 4.1% | 2% | 11%

This part in full (from the top)
SMILES | H37Rv inhibition | PhoP GFP inhibition | VEEV TC-83 Vero | M. tuberculosis | influenza NS1A
CCN(CC)CCNC(=O)Cn1cnc2sc(C)c(S(=O)(=O)N3CC(C)CC(C)C3)c2c1=O (stereo not given) | -4% | 5% | 1.0% | 4% | 11%
Cn1cc(CN2CCN(c3cnccn3)CC2)c(-c2cccc(Cl)c2)n1 | -5% | -4% | 4.1% | 2% | 11%
Cn1c(=O)n(CCc2ccccc2)c(=O)c2c1nc1n2CCCN1c1ccccc1 | -5% | -17% | 0.6% | -28% | -5%
Cc1cc(C)cc(N=C2SC(CC(=O)Nc3ccccc3)C(=O)N2CCN2CCOCC2)c1 (stereo not given) | 14% | 2% | 6.5% | 17% | 6%
O=C(Cn1c(NCCCO)nc2ccccc21)c1ccc(Cl)cc1 | 9% | 17% | i | 26% | -15%
COc1cc([C@@H]2c3cc4c(cc3[C@H](O)[C@H]3COC(=O)[C@H]23)OCO4)cc(OC)c1OC | -3% | -2%&1% | 10% | -9% | 4%
CC(=O)NCCNc1nc2c(-c3ccccc3)nnn2c2ccccc12 | 0% | 2% | 8.5% | -9% | -6%
COc1ccc(N2CCN(CCC(O)c3ccc4ccccc4c3)CC2)cc1 (stereo not given) | -2% | -8% | 0.6% | u | 7%
O=C(Nc1nnc(-c2ccc(F)cc2)s1)Nc1ccccc1F | 5% | 0% | 2.1% | -15% | x
CCCCn1c(-c2cccc(F)c2)nc2c1c(=O)[nH]c(=O)n2CC(C)C | 18% | 0% | 1.8% | -7% | -1%
O=C(Nc1nc2cc3c(cc2s1)OCCO3)c1ccncc1 | 1% | 4% | 8.6% | 19% | 6%
N#C/C(=C\c1c(N2CCOCC2)nc2ccccn2c1=O)C(=O)NC1CCS(=O)(=O)C1 (stereo not given) | 0% | -8% | 0.1% | 21% | x
CC(C)CCNC(=O)C(=O)NCCC1=CCCCC1 | 0% | -2% | 1.1% | u | -1%
CCN1C(=C2C(=O)c3ccccc3C2=O)C=Cc2ccccc21 | 1% | -4% | 1.2% | 12% | 0%
Cc1ccc(S(=O)(=O)Nc2ccc(C(=O)N3CCCC3)cc2)c(C)c1NS(C)(=O)=O | -5% | -9% | 0.5% | -7% | -2%
O=C(c1cc(-c2ccccn2)nc2ccc(Br)cc12)N1CCN(S(=O)(=O)c2ccccc2)CC1 | 9% | 5% | 2.6% | 12% | 5%
COc1ccc(C(=O)Nc2cc(Cl)ccc2-n2cncn2)c(OC)c1OC | -9% | x | 8.2% | 33% | -12%
Cc1c(C(=O)O)oc2ccc(S(=O)(=O)N3CCCC3)cc12 | -2% | 6% | 1.6% | 20% | -2%
Cc1ccccc1NC(=O)N1C2CCCC1CC(NC(=O)C(C)(C)C)C2 (stereo not given) | x | x | 4.0% | x | 7%
Cc1n[nH]c(C)c1S(=O)(=O)N1CCC(C(=O)O)CC1 | -3% | 3% | i | -15% | -1%

In another format: two of the compounds above.
| Compound | H37Rv inhibition | PhoP GFP inhibition | VEEV TC-83 Vero | M. tuberculosis | influenza NS1A |
| --- | --- | --- | --- | --- | --- |
| Cc1c(C(=O)O)oc2ccc(S(=O)(=O)N3CCCC3)cc12 | -2% | 6% | 1.6% | 20% | -2% |
| Cc1ccccc1NC(=O)N1C2CCCC1CC(NC(=O)C(C)(C)C)C2 (stereo not given) | x | x | 4.0% | x | 7% |

New compounds follow:
SMILES | H37Rv inhibition | PhoP GFP inhibition | VEEV TC-83 Vero | M. tuberculosis | influenza NS1A
COc1ccc(NC(=O)CN(C)CC(=O)N(C)C2(C#N)CCC(C)CC2)cc1 (stereo not given) | 7% | x | 1.4% | -17% | 3%
CCOC(=O)c1c(C)[nH]c(C(=O)OC)c1CCC(=O)OC | -3% | -8% | 5.4% | 42% | 3%
Cc1cc(C(F)F)n2nc(C(=O)Nc3cccnc3Cl)nc2n1 | 0% | -2% | i | -2% | -19%
CC(C)Cc1cc(C(=O)NCc2cccs2)no1 | 7% | 6% | 1.1% | 76% | -5%
Cc1ccc(C(=O)c2coc3cc([N+](=O)[O-])c(O)c([N+](=O)[O-])c23)cc1 | 1% | -4% | i | 43% | -14%
COc1ccc(NC(=O)CCn2cccc2)cc1 | -6% | 3% | i | 22% | -8%
O=[N+]([O-])c1ccc(N2CCOCC2)cc1NC(c1ccccc1)c1ccccc1 | 9% | -16% | 0.6% | -4% | >100µM*
CCOC(=O)[C@H]1[C@H]2COc3ccccc3[C@@H]2N2C(=O)c3cc(F)c(F)cc3NC(=O)[C@@]12C | -3% | -3% | 0.1% | 24% | -1%
CCNc1nc(NC(C)(C)C)nc(N2CCCCC2)n1 | 100µM* | -4% | 40% | 9.8µM* | -6%
COc1ccc(/C=N/NC(=O)c2cc(Br)ccc2O)cc1Cn1cc(Cl)cn1 | 1% | -4% | 0.9% | -7% | 0%
CN1CCOC1c1ccc(C2OCCN2C)cc1 (stereo not given) | x | x | 2.6% | x | 1%
Cc1nnc(NC(=O)C2CCN(S(=O)(=O)c3cc([N+](=O)[O-])ccc3Cl)CC2)o1 | -7% | x | 0.9% | 36% | 9%
CC(C)Cn1c(=O)c2c(nc3n2CCS3)n(C)c1=O | -8% | 0% | 1.2% | -8% | -23%
Cc1ccc(NC(=O)CSc2nccn2C)cc1S(=O)(=O)N1CCOCC1 | 6% | 0% | 0.3% | -17% | -5%
Cc1ccc(S(=O)(=O)N2CCC(C(=O)Nc3ccccc3N3CCCC3)CC2)cc1C | -1% | -3% | 1.1% | -6% | -2%
CC(=O)N1CC2(C)CN(C(C)=O)CC(C)(C1)C2O (stereo not given) | -6% | 5% | 1.5% | -5% | -1%
Oc1c(C(c2cccs2)N2CCN(c3cccc(Cl)c3)CC2)sc2ncnn12 (stereo not given) | -1% | -6% | 7.0% | 23% | 6%
OCC1(CO)CCCC(CO)(CO)C1O | x | x | 1.4% | x | -17%
CN(C)CCN(C(=O)/C=C/c1cccs1)c1nc2c(F)cc(F)cc2s1 | 8% | -4% | i | 11% | -5%
O=C1NCCN(Cc2cccc(Oc3ccccc3)c2)C1CC(=O)N1CCCCC1 (stereo not given) | 0% | -3% | 5.4% | 37% | 1%
CCOc1ccc(NC(=O)Cn2nnc(C(=O)NCCc3ccc(OC)c(OC)c3)c2N)cc1 | 53% | -7% | 0.9% | 17% | 0%
CCOC(=O)c1ccc(CC(=O)c2oc3cc(O)ccc3c2C)o1 | 1% | -9% | 0.6% | 8% | -1%
Cc1cc([N+](=O)[O-])nn1CC(=O)N/N=C/c1ccc(O)cc1O | 12% | 19% | 9.3% | -6% | 14µM*
CCc1nnc(NC(=O)C2CCCN2S(=O)(=O)c2ccc(F)cc2)s1 (stereo not given) | 6% | -12% | 6.5% | -2% | -5%
O=C1CCCc2oc3c(c21)CCCC3 | -9% | -2% | 0.6% | 9% | 9%
Cn1c(=S)c2[nH]c(SCCN)nc2n(C)c1=O | x | x | u | x | -2%
COc1ccc(-c2csc(N(CCCN(C)C)C(=O)c3ccc(C)cc3)n2)cc1 | 13% | -6% | 3.2% | 25% | 9%
Cc1ccc(C(C)C)cc1S(=O)(=O)NCc1cccnc1 | -6% | -10% | 0.7% | 13% | 0%
CCCCSP1(=S)NCCCO1 (stereo not given) | -8% | -16% | 0.2% | 2% | -8%
CC(C)c1nc2oc3c(N(C)CCO)ncnc3c2c2c1CCC2 | -1% | -22% | 10% | -4% | -2%
COc1ccc(Cn2c(-c3ccc(OC)cc3)nc3c(c(=O)c4ccccc4n3C)c2=O)cc1 | -1% | -1% | x | 13% | x
O=C(NCCCn1ccnc1)c1ccc(F)cc1 | 2% | -4% | 0.2% | 1% | -10%
O=C1C(Cl)=C(N2CCCCC2)C(=O)C(Cl)=C1c1cnc(N2CCCCC2)s1 | x | x | 4.1% | x | 21µM*
CCCCN1C(=O)C(O)=C(C(C)=O)C1c1ccccc1 (stereo not given) | 10% | -7% | 0.4% | 15% | -8%
CCOC(=O)N1CCC(NC(=O)CS(=O)(=O)Cc2nc(-c3ccc(OC)cc3)oc2C)CC1 | 4% | -15% | 2.3% | 3% | 6%
CC1CCC(NC(=O)CCS(=O)(=O)c2ccc3c(c2)CCN3C(=O)C2CC2)CC1 (stereo not given) | -3% | 4% | i | -5% | -8%
Cc1cc(-c2n[nH]c(=S)n2-c2ccccc2)nn1C | -15% | -11% | i | -12% | 2%
Cc1cc(C)cc(NC(=O)CSc2ncc(S(=O)(=O)c3ccccc3)c(=O)[nH]2)c1 | -3% | 3% | x | -7% | x
Cc1ccc(Nc2ccc([N+](=O)[O-])nc2[N+](=O)[O-])cc1 | 3% | -4% | i | 35% | 11%
Cc1cc(C)cc(N(CCC#N)C(=O)COC(=O)Cn2[nH]c(=O)c3ccccc3c2=O)c1 | -10% | x | 3.4% | 0% | -21%
COc1ccc(N2CCN(CC(O)COc3cc(C)cc(C)c3)CC2)cc1 (stereo not given) | 8% | 1% | 0.8% | 3% | -16%
Cc1ccc(-c2cc(C(F)(F)F)n3ncc(C(=O)N4CCCCC4c4cccnc4)c3n2)cc1 (stereo not given) | 0% | 0% | 4.4% | -2% | 9%
CC1CCCC(C)N1C(=O)CSc1nnc(-c2c[nH]c3ccccc23)o1 (stereo not given) | -3% | -10% | 0.8% | 18% | 3%
CCOc1cc(C=C2C(=O)c3ccccc3C2=O)ccc1OCC(=O)Nc1ccc(C)cc1 | 0% | -5% | 1.2% | -20% | 26%
COc1ccc(-c2noc(COc3ccc(Cl)c(C)c3)n2)cc1 | -6% | -16% | 1.3% | x | -7%
CC(=O)c1ccc(NC(=O)C(C)Sc2nnc(-c3ccncc3)n2C2CC2)cc1 (stereo not given) | -4% | x | 1.0% | 11% | 2%
O=C(CCNC(=O)c1ccc(Cl)cc1)Nc1ccccc1N1CCCC1 | 3% | -3% | 0.9% | 7% | -3%
COc1ccc(OCC(=O)N2CCN(C(=O)COc3ccccc3)CC2)cc1 | -11% | -1% | i | -2% | 5%
CC(C)NC(=O)c1ccc(CNC(=O)OCC(F)(F)F)cc1 | 6% | -7% | 0.1% | 11% | -3%
O=[N+]([O-])c1cccc(Oc2ncccc2[N+](=O)[O-])c1 | x | x | 0.1% | x | -22%
CC(=O)NCCn1c(SCC(=O)NCc2ccco2)nc2ccccc2c1=O | 4% | 1% | 0.9% | 1% | 2%
Cc1ccc([C@@H]2CC=C(C(=O)O)[C@H](c3ccc(C(C)(C)C)cc3)N2S(=O)(=O)c2ccc(C)cc2)cc1 | 13% | x | i | 75% | 18%
CCN(CC(=O)Nc1ccc(NC(C)=O)cc1)C(=O)c1ccccc1Sc1ccccc1C#N | -3% | x | 2.3% | 20% | 4%
O=c1c2ccccc2nnn1CCO | -1% | -3% | i | -3% | -3%
CCc1nc2c3cnn(-c4cc(Cl)ccc4C)c3ncn2n1 | 17% | 2% | 2.8% | -8% | -21%
O=C(CCN1CCN(Cc2ccccc2)CC1)NNC(=O)c1cc2ccccc2o1 | 2% | x | 1.2% | -3% | -1%
CCOc1ccc(NC(=O)c2cc3c(C)nc4ccccc4c3o2)cc1 | -1% | -4% | 9.6% | -3% | 26%
COc1cc(/C=c2\s/c(=C(/C#N)C(=O)N3CCCC3)n(-c3ccccc3)c2=O)ccc1O | 2% | 1% | 8.0% | -1% | 2%
COC(=O)c1cc(NS(=O)(=O)c2ccc(F)cc2)ccc1N1CCOCC1 | -2% | 15% | 3.0% | -1% | 3%
C=CCNC(=O)COc1coc(CN2CCN(C(=O)c3ccco3)CC2)cc1=O | 0% | 1% | i | -10% | -8%

Remaining list, next part:
SMILES | H37Rv inhibition | PhoP GFP inhibition | VEEV TC-83 Vero | M. tuberculosis | influenza NS1A
Cc1ccccc1C(=O)NNC(=O)c1ccc(F)cc1 | 6% | -2% | 0.6% | -13% | 4%
CC1(C)CC(NC(=O)c2cc(S(=O)(=O)N3CCCCC3)ccc2Cl)CC(C)(C)N1 | -16% | -6% | 2.1% | -17% | -10%
Cc1ccc(OCCCn2ccnc2)cc1C | 5% | 12% | 0.8% | 71% | -8%
COc1ccc2nc(NC3=NCCN3)sc2c1 | 1% | -14% | 0.3% | 2% | -6%
CCOc1ccc(N(CC(=O)NCCc2ccccc2)S(=O)(=O)c2ccccc2)cc1 | 2% | 1% | 0.8% | -3% | 12%

Compound activity: PubChem BioAssay, Southern Research Specialized Biocontainment Screening Center
